Source: PubChem BioAssay
Tat transport = blocks Tat-dependent protein export in E. coli; E. coli MC4100 TorA-mCherry Tat export, fluorescence; inhibition, % at 10 µM; hit rate 0.036% among 340,000; AID 488895;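 active = mean replicate inhibition at least 50% and at least half of replicates individually reaching 50%; inconclusive = only one of the two criteria met; inactive = neither criterion met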;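 also: exported cargo escapes ClpAP degradation while cytoplasmic cargo is degraded and loses fluorescence; 0% = median of neutral control wells and 100% = median of NaSCN control wells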
phage Ecoli inh = E. coli growth loss with phage present. inhibition, % at 11.9 µM. growth absorbance. hit rate 0.26% among 360,000; in the data active = inhibition above about 11%
MITF act = increases MITF-driven TRPM1 promoter luciferase signal. activation, % at 12.5 µM. SK-MEL-5 TRPM1-promoter luciferase, 24 h; % of positive control, neutral wells = 0. hit rate 0.75% among 300,000. AID 588334;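 active = mean activation of at least 80% with every replicate also reaching 80%; inconclusive = mean reaches 80% but some replicate falls short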;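 also: 0% = neutral control wells and 100% = parthenolide positive control wells; values of inactives mirror those of a sister screen read the other way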
CAL PDZ FP-1 = inhibitors of human CAL PDZ peptide binding | inhibition, % at 20 µM | purified CAL PDZ, TMR-peptide fluorescence polarization, 1 h | Q9HD26 | hit rate 0.02% among 330,000 | AID 504414;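 active = highest replicate inhibition of at least 40%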;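 also: plate controls were DMSO neutral control wells for no effect and unlabeled competitor peptide control wells for full effect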
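Test system: tagged CAL PDZ domain / Buffer or medium: sodium phosphate/NaCl buffer pH 7.4 with TCEP, IgG, Thesit / Reagent: TMR-labelled reporter peptide T*-PRC34 bound in PDZ groove / Compound dosing: single point, 20 µM / Schedule: 1 h incubation at room temperature before polarization reading / Technique: fluorescence polarization (mP) / Benchmarks: unlabelled peptide, DMSO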
SR-BI uptake up = activators of SR-BI mediated HDL lipid uptake; activation, % at 12.5 µM; AID 504775; CHO ldlA[mSR-BI] cells, DiI-HDL uptake fluorescence, 3 h; 100 = double the neutral-control signal; hit rate 0.096% among 320,000;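 active = mean replicate activation of at least 60% and every replicate at or above 60%; inconclusive = mean or all-replicate condition met, but not both; inactive = mean below 60% and not all replicates reaching 60%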;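 also: 0% = median plate neutral-control signal and 100% = twice that signal; values of inactives mirror those of a sister screen read the other way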
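Test system: SR-BI-overexpressing, LDLR-lacking CHO cells; Also added: labelled HDL, 10 µg/mL; Measured by: bottom-read cell fluorescence after medium removal, ex 550/em 595 nm; Timing: 3 h uptake period with compound, 37 °C; Buffer or medium: F12, 0.5% BSA, 25 mM HEPES; Doses: single compound concentration, delivered by pin transfer.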
Ecoli viability = counter-screen for AddAB inhibitors: E. coli growth inhibition; E. coli V3065 growth, OD600 absorbance, 18 h; inhibition, % at 11.9 µM; hit rate 0.27% among 330,000; AID 449728;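 active = inhibition above the campaign's mean inhibition across all tested compounds plus 3 SD, cut at about 9.9% in these data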;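 also: uninfected addAB+ strain grown without phage in ampicillin broth; 0% = DMSO wells and 100% = ciprofloxacin 0.95 µg/ml wells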
Wnt bcat act = Wnt/beta-catenin pathway activation; hit rate 1.2% among 300,000; Wnt/beta-catenin reporter cell assay, activator, plate reader; activation, % at 9.35 µM; in the data active = activation above about 30%, passing the limit was not always enough; inconclusive = no clear call, values can overlap the other calls;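 also: 0% = neutral control wells and 100% = positive control wells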
CAL PDZ FP-2 = CAL PDZ (human) peptide binding inhibition | Q9HD26 | purified CAL PDZ, TMR-peptide fluorescence polarization, 1 h | inhibition, % at 24.9 µM | hit rate 0.92% among 300,000 | AID 602252;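 active = mean inhibition of at least 30% with at least half of replicates also reaching 30%; inconclusive = no clear call, values can overlap the other calls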;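 also: 0% = DMSO neutral control and 100% = excess unlabeled competitor peptide PRC23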
SR-BI DiI inh = mouse SR-BI HDL lipid transfer inhibition | Q61009 | hit rate 0.96% among 320,000 | ldlA[mSR-BI] CHO cells, DiI-HDL uptake fluorescence, 3 h | inhibition, % at 12.5 µM;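 active = mean replicate inhibition of at least 70% and a set share of replicates each scoring 70 or more; inconclusive = meets just one of the two criteria; inactive = fails both criteria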;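 also: 0% = median of neutral control wells and 100% = median of positive control wells; values of inactives mirror those of a sister screen read the other way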
Target sequence (Q61009 whole entry, looked up): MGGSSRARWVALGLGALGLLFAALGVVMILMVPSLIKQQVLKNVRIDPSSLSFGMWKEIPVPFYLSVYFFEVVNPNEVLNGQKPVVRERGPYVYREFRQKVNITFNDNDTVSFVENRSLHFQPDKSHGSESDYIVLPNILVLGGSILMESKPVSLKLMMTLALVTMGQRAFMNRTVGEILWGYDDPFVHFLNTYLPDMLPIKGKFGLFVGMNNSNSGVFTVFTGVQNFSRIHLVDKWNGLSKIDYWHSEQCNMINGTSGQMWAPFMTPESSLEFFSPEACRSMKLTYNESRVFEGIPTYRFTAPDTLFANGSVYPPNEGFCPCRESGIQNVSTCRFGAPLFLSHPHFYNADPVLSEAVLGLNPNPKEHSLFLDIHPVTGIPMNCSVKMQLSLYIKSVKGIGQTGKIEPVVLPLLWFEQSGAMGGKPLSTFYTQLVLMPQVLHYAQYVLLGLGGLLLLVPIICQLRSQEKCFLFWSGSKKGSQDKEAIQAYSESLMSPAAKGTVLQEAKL
AddAB inh = less growth of phage-infected E. coli with AddAB. E. coli expressing H. pylori AddAB, absorbance growth. inhibition, % at 11.9 µM. hit rate 0.29% among 330,000. AID 435030; in the data active = inhibition above about 12%;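 also: 0% = vehicle wells of infected cells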
Active calls of the source: *; ? = inconclusive; . = not tested or not shown.

SMILES	Tat transport	phage Ecoli inh	MITF act	CAL PDZ FP-1	SR-BI uptake up	Ecoli viability	Wnt bcat act	CAL PDZ FP-2	SR-BI DiI inh	AddAB inh
C/C(=N/NC(=O)Cc1cc(=O)[nH][nH]1)c1ccc([N+](=O)[O-])cc1	-10	1.2	-4	-1.6	-2	-1.0	0	36*	2	1.6
COc1ccc(C(NC=O)c2cc(OC)c(OC)cc2Br)cc1OC (centres undefined)	2	4.8	-3	-1.1	17	2.2	0	.	-17	1.1
O=C(NCCCNc1ccc(C(F)(F)F)cc1[N+](=O)[O-])c1cc(F)c(F)cc1Cl	-6	-0.4	5	-0.7	-18	-0.7	.	-2	18	-0.8
CC(C)=N/N=C1/NC(=O)C(c2ccccc2)S1 (centres undefined)	24	1.5	5	-0.4	11	.	-3	2	-11	.
CCN(CC)S(=O)(=O)c1ccc(N2CCN(C)CC2)c(NC(=O)c2cc(=O)c3ccccc3o2)c1	-2	-0.2	-2	-1.4	7	-0.4	0	1	-7	1.0
O=C(CSc1nnnn1-c1ccccc1)Nc1ccc(Cl)cc1	-2	0.9	.	-0.6	2	-2.2	1	6	-2	-1.6
COC(=O)CC1C(=O)NCCN1C(=O)NC1CCCCC1 (centres undefined)	2	2.2	.	-1.4	6	1.6	-4	2	-6	-0.1
CC1CN(CC(=O)NCc2ccc(Cl)cc2)CC(C)O1 (centres undefined)	7	-0.6	-4	-0.6	9	0.7	0	-3	-9	1.7
COCCNC(=O)COCc1cc(-c2ccc3c(c2)OCO3)on1	-2	3.9	3	-0.8	7	0.3	3	0	-7	1.1
CN(CC(=O)Nc1ccc(F)cc1)C(=O)c1cccc(NS(=O)(=O)c2ccccc2)c1	6	0.8	-2	0.2	-7	0.9	-5	4	7	-2.1
Cc1ccc(S(=O)(=O)N2CCCCC2)cc1C(=O)OC(C)C(=O)NC1CCCCC1C (centres undefined)	-1	1.5	-6	-3.3	-71	.	0	-4	?	.
CC(C)C(NC(=O)CCNC(=O)c1ccc([N+](=O)[O-])cc1)c1nc2ccccc2[nH]1 (centres undefined)	3	0.5	1	0.7	11	0.5	0	-2	-11	1.8
CCc1cc2c(=O)n(Cc3ccccc3)c(SC3CCOC3=O)nc2s1 (centres undefined)	13	2.8	7	4.7	3	-0.3	1	-7	-3	1.9
O=C(COC(=O)c1ccc(S(=O)(=O)Nc2ccccc2)cc1)NCCN1C(=O)CSC1=O	7	3.4	-15	0.3	3	-1.6	0	-1	-3	0.2
CCOC(=O)C(=O)C1=C(N2CCOCC2)/C(=C\c2cccc([N+](=O)[O-])c2)CC1	3	2.7	-2	-1.9	11	-1.4	3	0	-11	-1.9
CCN(CC)CCCNC(=O)c1sc2nc(-c3ccc(F)cc3)cn2c1C	-4	0.7	.	-0.7	-2	1.4	5	1	2	1.8
CCOCCOC(=O)c1ccc(-n2cnc(C)n2)nc1	-12	3.8	-7	-0.6	2	1.1	.	-4	-2	2.1
Cc1ccc(CSc2nnc(C(F)(F)F)n2Cc2ccc(F)cc2)cc1	25	.	16	.	19	-0.2	-3	-3	-19	2.3
O=C(CSc1ccccc1F)NC(=O)c1ccc(Cl)cc1	9	1.2	1	-2.0	-2	1.7	1	-8	2	0.9
CCCCC1S/C(=N/N=C/c2cccs2)NC1=O (centres undefined)	-6	3.1	-5	-1.1	27	-4.8	-11	-1	-27	-2.6
COC(=O)[C@@]12CCCCN1[C@H](c1ccc(-c3ccc4c(c3)OCO4)cc1)[C@H]1C(=O)N(C)C(=O)[C@H]12	8	2.2	-15	-2.4	-36	0.0	-4	-1	36	0.6
CCN(CC)C(=O)CSC1=N/C(=C/c2ccco2)C(=O)N1c1ccc(OC)c(Cl)c1	7	-0.5	0	-2.0	-51	-1.8	0	-1	51	0.9
Cc1cc(C)cc(NC(=O)Cn2nnc(C(=O)NCc3ccc(F)cc3)c2N)c1	0	-0.2	0	-3.6	14	-1.2	-3	3	-14	2.4
Cn1nnnc1SCC(=O)Nc1ccccc1N1CCOCC1	-2	1.7	12	-1.6	0	1.0	.	-6	0	-2.4
CCN(CC)c1ccc(/C=N/N(c2ccccc2)c2ccccc2)c(O)c1	-3	3.7	-28	-1.0	4	1.2	-14	.	-4	0.1
O=C(NCCOc1ccccc1)c1ccc2c(c1)OCO2	-2	1.6	-56	-2.0	16	-2.3	.	-5	-16	-1.4
O=c1ccn(CCc2c[nH]c3ccccc23)c2c1CCCC2	-4	-2.5	-7	0.1	1	2.1	-1	2	-1	4.4
O=C1C(C=NCc2ccccn2)=C(O)c2ccccc21	-2	-0.2	50	-2.6	11	3.2	-2	0	-11	1.8
Cc1[nH]n(-c2ccccc2)c(=O)c1-c1ccccc1	-11	3.3	4	-0.5	4	3.2	.	3	-4	-0.4
OCc1cc(Br)ccc1OCc1nc2ccccc2s1	7	.	75	-0.7	.	-0.8	.	-1	.	0.4
CC(=O)c1ccc(N2CCN(C(=O)c3cccc(Oc4ccccc4)c3)CC2)cc1	0	2.3	3	-5.4	-18	-1.1	0	4	18	1.6
C=CCOn1c(=O)c(C)[n+]([O-])c2ccccc21	11	-0.6	-1	-1.1	18	2.6	.	-9	-18	2.9
Cc1ccc(C)c(OCCNc2ccc([N+](=O)[O-])cn2)c1	12	-1.9	-1	-0.2	-9	1.0	-2	1	9	-1.8
Cc1csc(NC(=O)CSc2ncnc3ccccc23)n1	8	2.0	12	-3.4	-24	0.0	1	-3	24	-0.4
O=C(C1=C(O)/C(=C/c2ccc(O)cc2)CCC1)C(F)(F)F	-10	3.0	29	0.5	0	0.0	.	-6	0	2.0
Cc1ccc(P(=O)(OCCN2CCOCC2)C(C)(C)C)o1 (centres undefined)	3	1.6	1	-0.9	16	-0.4	-5	1	-16	2.0
CCCCc1ccc(Nc2ncnc3nc[nH]c23)cc1	6	2.4	105*	0.9	-1	1.3	25	.	1	3.9
CCC(C)Oc1ccccc1C1CC(=O)NC2=C1C(=O)CCC2 (centres undefined)	5	3.0	-1	-3.9	.	-1.6	-1	8	.	0.5
Cc1ccc(S(=O)(=O)N2CCCOC2)cc1	-1	3.5	-8	-2.9	30	0.6	-1	-2	-30	0.3
CC(=O)Nc1nc(-c2ccc3c(c2)CC(C)N3C(=O)C2CC2)c(C)s1 (centres undefined)	8	-0.1	7	-4.0	.	-1.5	-3	-3	.	2.4
CCC(C)n1c(S(=O)(=O)O)nc2ccccc21 (centres undefined)	-4	2.4	-5	-0.7	21	0.5	.	-3	-21	2.1
CCOC(=O)c1cnc2c(C)c(-c3ccccc3)[nH]n2c1=O	0	2.1	4	-2.8	24	3.5	.	0	-24	-1.0
CCOC(=O)c1ccc(CNC(=O)CSc2nc(NC(=O)c3ccccc3)c3c(C)c(C)oc3n2)cc1	2	-0.4	1	-1.7	-14	0.6	.	-1	14	-1.4
Nc1ccc(Oc2ccc(F)cc2)nc1	1	-1.9	.	0.1	9	-1.5	2	3	-9	0.2
CCCCS(=O)(=O)/C=C\C1C2C=CC(C2)C1S(=O)(=O)CCCC (centres undefined)	10	1.7	9	.	5	0.9	1	-2	-5	0.7
CC1CCN(C(=S)NC(=O)C2CCCCC2)CC1	-10	2.8	0	-0.1	?	1.2	-1	-3	-490	2.4
Cc1cc(N2CCOCC2)ncc1[N+](=O)[O-]	-2	-0.4	.	-1.9	33	3.0	-4	1	-33	3.4
O=C(OCn1nnc2ccccc2c1=O)c1cc(-c2ccccc2Cl)nc2ccccc12	-7	2.3	2	-1.6	9	0.6	-1	0	-9	2.9
CC1(C)CC(=O)C/C(=N\NC(=O)Cc2ccccc2)C1	6	3.3	6	-0.9	25	0.0	0	0	-25	0.3
CN(CC(=O)Nc1cccc(F)c1)C(=O)/C=C/c1ccc2ccccc2n1	-3	1.6	-11	0.6	13	-0.9	-4	1	-13	2.6
CCCCc1c(O)nc(N2CCN(Cc3ccccc3)CC2)[nH]c1=O	-4	2.0	0	0.5	5	-2.0	.	.	-5	-2.1
NC(=O)c1c(NC(=O)CN2CCOCC2)sc2c1CCC2	1	1.1	9	0.0	28	-0.7	.	.	-28	2.0
CN(Cc1ccccc1)C(=O)CN(C)S(=O)(=O)c1ccc(F)cc1	-1	0.2	7	-1.0	2	-0.5	2	0	-2	0.1
COc1ccc(NC(=O)CSc2nccn2Cc2ccco2)cc1	-1	0.9	57	-1.4	3	0.0	36*	-6	-3	1.9
CSc1nc(N2CCOCC2)nc2ccc(C)cc12	-4	1.6	25	-0.3	15	1.2	1	12	-15	3.2
CCNC(=S)Nc1ccc(Cl)cc1	-8	2.4	5	-0.1	31	-2.6	-2	-2	-31	1.4
Cc1ccc2c(c1)C1OCCC1C1N2C(=O)C2C(C(=O)O)C3C=CC21O3 (centres undefined)	-3	-3.1	-1	0.9	6	1.1	2	-5	-6	-0.5
CC1=NNC(=O)C1CC(=O)N/N=C/c1ccncc1 (centres undefined)	-4	1.2	-9	-0.4	9	-1.3	-1	-8	-9	-1.8
Cc1c(Cl)cccc1NC(=S)NCc1ccc(F)cc1	-1	5.1	-8	0.2	-2	1.2	-1	.	2	4.3
COc1ccc(NS(=O)(=O)c2ccc(NS(=O)(=O)c3cccc(C(=O)O)c3)cc2)cc1	-17	1.2	-2	-3.0	.	-4.1	0	5	.	1.2

Random excerpt: five records from the list, in no set order.
SMILES	Tat transport	phage Ecoli inh	MITF act	CAL PDZ FP-1	SR-BI uptake up	Ecoli viability	Wnt bcat act	CAL PDZ FP-2	SR-BI DiI inh	AddAB inh
Cc1[nH]n(-c2ccccc2)c(=O)c1-c1ccccc1	-11	3.3	4	-0.5	4	3.2	.	3	-4	-0.4
CC1CN(CC(=O)NCc2ccc(Cl)cc2)CC(C)O1 (centres undefined)	7	-0.6	-4	-0.6	9	0.7	0	-3	-9	1.7
O=C(NCCOc1ccccc1)c1ccc2c(c1)OCO2	-2	1.6	-56	-2.0	16	-2.3	.	-5	-16	-1.4
COCCNC(=O)COCc1cc(-c2ccc3c(c2)OCO3)on1	-2	3.9	3	-0.8	7	0.3	3	0	-7	1.1
CCOCCOC(=O)c1ccc(-n2cnc(C)n2)nc1	-12	3.8	-7	-0.6	2	1.1	.	-4	-2	2.1
